# Bioassay records as filed in PubChem BioAssay.
# Fam108B inh – Fam108B inhibition, counter-screen for RBBP9 inhibitors | inhibition, % at 9.51 µM | recombinant Fam108B, FP-Rh probe fluorescence polarization | actives 0.33% (n = 300,000) | AID 1947;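 active = inhibition above the screen mean inhibition plus 3 SD, computed separately per campaign, cut at about 18% in these data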;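 note: inhibitors lower polarization as less probe binds the enzyme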
# MCL1 BIM primary – MCL1-BIM-BH3 interaction inhibition (human) | Q07820 | GST-MCL1 / FITC-Bim-BH3 fluorescence polarization | inhibition, % at 10.9 µM | actives 0.68% (n = 320,000) | AID 2057;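 active = inhibition above the mean inhibition of all tested compounds plus 3 SD, set per campaign, cut at about 40% in these data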;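 note: 0% = DMSO wells and 100% = unlabeled Bim-BH3 peptide control; higher means more loss of mP so more displacement of Bim peptide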
# Bcl-xL primary – inhibitors of human Bcl-xL. inhibition, % at 10.9 µM. actives 0.7% (n = 320,000). GST-Bcl-xL / FITC-Bim BH3 peptide fluorescence polarization. AID 2129;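 active = inhibition above the mean of all tested compounds plus 3 SD, cutoff set per campaign, cut at about 30% in these data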;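 note: 0% = DMSO wells and 100% = unlabeled Bim-BH3 peptide competitor; inhibitors lower millipolarization by displacing the labeled peptide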
# Target sequence (Q07817 whole entry, looked up): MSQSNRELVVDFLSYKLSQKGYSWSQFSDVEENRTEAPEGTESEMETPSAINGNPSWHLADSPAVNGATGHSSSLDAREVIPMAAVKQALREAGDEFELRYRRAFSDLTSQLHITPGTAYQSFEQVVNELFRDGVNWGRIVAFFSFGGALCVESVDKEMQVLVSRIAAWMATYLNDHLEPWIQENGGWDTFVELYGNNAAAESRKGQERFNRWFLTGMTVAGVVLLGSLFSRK
# GLD-1 TGE inh – GLD-1-TGE RNA interaction inhibition (C. elegans). actives 0.44% (n = 320,000). Q17339. AID 2280. inhibition, % at 5.96 µM. purified GLD-1 + fluorescein TGE RNA, fluorescence polarization;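 active = percent inhibition above a per-plate cutoff, the plate mean of test compounds plus 3 SD, cut at about 30% in these data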;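 note: 0% = DMSO wells with GLD-1 and probe and 100% = wells lacking GLD-1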
# Target sequence (Q17339 whole entry, looked up): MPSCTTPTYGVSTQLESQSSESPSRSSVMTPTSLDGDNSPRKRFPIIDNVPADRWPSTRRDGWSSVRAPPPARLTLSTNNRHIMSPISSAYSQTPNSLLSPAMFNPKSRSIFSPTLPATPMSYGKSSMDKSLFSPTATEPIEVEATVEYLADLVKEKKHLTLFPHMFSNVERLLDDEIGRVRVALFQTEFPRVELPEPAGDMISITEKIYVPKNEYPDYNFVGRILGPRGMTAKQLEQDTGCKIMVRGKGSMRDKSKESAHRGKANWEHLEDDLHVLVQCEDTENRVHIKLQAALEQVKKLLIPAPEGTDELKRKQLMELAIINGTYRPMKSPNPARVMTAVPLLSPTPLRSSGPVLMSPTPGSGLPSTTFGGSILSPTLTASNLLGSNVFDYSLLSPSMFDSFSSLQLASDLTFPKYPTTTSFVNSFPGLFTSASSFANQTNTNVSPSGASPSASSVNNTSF
# PME-1 primary – PME-1 (human) inhibition. Q9Y570. recombinant PME-1, FP-Rh probe fluorescence polarization. inhibition, % at 5.9 µM. actives 0.53% (n = 320,000);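 active = inhibition above the campaign mean of all compounds plus 3 SD, cut at about 26% in these data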;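 note: competitive labeling of PME-1 active site by serine hydrolase directed probe; 0% = PME-1 with DMSO and 100% = wells lacking PME-1 enzyme; inhibitors block probe labeling so polarization falls and inhibition rises; many of its hits are not listed in these tables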
# Target sequence (Q9Y570 whole entry, looked up): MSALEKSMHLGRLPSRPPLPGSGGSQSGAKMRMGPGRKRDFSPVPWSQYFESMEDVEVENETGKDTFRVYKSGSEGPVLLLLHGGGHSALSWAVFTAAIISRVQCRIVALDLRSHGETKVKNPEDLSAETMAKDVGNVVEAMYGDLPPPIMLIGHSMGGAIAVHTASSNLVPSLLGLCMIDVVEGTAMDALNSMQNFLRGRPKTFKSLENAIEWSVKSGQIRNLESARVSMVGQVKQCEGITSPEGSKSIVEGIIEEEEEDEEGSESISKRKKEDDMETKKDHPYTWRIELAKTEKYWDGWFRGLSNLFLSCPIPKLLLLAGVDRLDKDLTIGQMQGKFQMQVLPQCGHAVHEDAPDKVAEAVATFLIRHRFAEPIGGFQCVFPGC
# AHR activator – human AHR activation. activation, % at 5 µM. P35869. actives 2.5% (n = 320,000). AHR-responsive luciferase reporter cells, luminescence; in the data active = activation above about 47%;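 note: 0% = vehicle wells and 100% = reference agonist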
# pPAFAH inh – inhibitors of human plasma PAF acetylhydrolase (pPAFAH). Q13093. recombinant pPAFAH, FP-rhodamine probe fluorescence polarization. inhibition, % at 3.39 µM. actives 1.5% (n = 330,000);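 active = inhibition above the mean inhibition across the screen plus 3 SD, cut at about 25% in these data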;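 note: inhibitors block binding of the rhodamine activity-based probe so polarization drops; 0% = enzyme with DMSO and 100% = wells lacking pPAFAH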
# MEX-5 binding – C. elegans MEX-5 TCR-2 RNA binding activity; Q9XUB2; activity score (negative = inhibition of binding), % at 10 µM; actives 0.38% (n = 300,000); MEX-5/FITC-TCR2 RNA binding, fluorescence polarization; active compounds read low;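 active = inhibition past about -25% in most replicates, and total fluorescence under double the plate's negative control median, limit read from the data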;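 note: 0% = DMSO and -100% = 5 µM competing unlabeled TCR2 RNA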
# PAFAH1B2 FP inh – blocks human PAF acetylhydrolase 1b catalytic subunit 2 | recombinant PAFAH1B2, FP-rhodamine activity probe, fluorescence polarization | inhibition, % at 3.39 µM | actives 1.2% (n = 340,000);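 active = inhibition above the mean of all tested compounds plus 3 SD, cut at about 24% in these data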;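 note: 0% = enzyme with DMSO and 100% = wells lacking PAFAH1B2; many of its hits are not listed in these tables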
# * = called active by the depositor; . = not tested or not shown.
# Each structure is followed by: Fam108B inh	MCL1 BIM primary	Bcl-xL primary	GLD-1 TGE inh	PME-1 primary	AHR activator	pPAFAH inh	MEX-5 binding	PAFAH1B2 FP inh
CCOc1ccc2cc(/C=C/C(=O)c3ccco3)c(Cl)nc2c1
 : -6	-27	-8	-16	-6	10	3	-0.8	-3
CNCc1sccc1C
 : 4	3	2	0	0	1	3	-0.3	0
Cc1cc(C)n(CC2CC(=O)N(c3ccc(F)c(Cl)c3)C2=O)n1 (stereo unspecified)
 : 2	-3	6	0	0	-1	-1	.	-1
C[C@H]1COC(=O)[C@H](Cc2ccc(F)cc2)C/C=C\C[C@@H](CC(=O)NCCO)C(=O)N1
 : .	.	.	9	.	-1	3	.	12
COc1cc(NC2c3ccccc3C(=O)N2c2ccc(C)cn2)cc(OC)c1OC (stereo unspecified)
 : 2	10	5	2	4	13	11	0.1	5
Cn1c(CCC(=O)Nc2ccc(N3CCOCC3)cc2)nc(=O)c2ccccc21
 : 1	10	4	-2	0	19	6	-1.1	-2
O=C(COC(=O)CNC(=O)c1cccs1)Nc1ccccc1C(F)(F)F
 : -4	-2	-5	0	-2	0	-1	0.3	4
O=C(C1=C(O)C(=O)N(CCN2CCOCC2)C1c1cccc(Br)c1)c1cc2ccccc2o1 (stereo unspecified)
 : -3	1	9	-6	1	10	7	4.3	7
Fc1ccc(/C=N/c2c(-c3ccc(F)cc3)nc3n2CCS3)cc1
 : 5	11	5	-3	0	4	-2	.	7
CCc1ccc(N2C(=O)C3NN=C(C(=O)OCc4ccccc4)C3C2=O)cc1 (stereo unspecified)
 : -10	-1	8	-1	-6	2	-6	-0.8	6
Cn1c(=O)c2c(nc(Cl)n2CCOc2ccccc2)n(C)c1=O
 : -1	-8	-6	-3	3	-1	2	0.0	4
Cc1ccccc1NC(=S)NNC(=O)c1csc2c1CCC(C)C2 (stereo unspecified)
 : 6	7	3	8	5	-11	2	0.5	3
COCC1CCN(Cc2nc(-c3cccs3)no2)C1 (stereo unspecified)
 : -1	5	3	3	0	18	1	-0.6	.
COc1ccc(CCn2c(=O)[nH]c3cc(C(=O)N4CCN(c5ccccn5)CC4)ccc3c2=O)cc1OC
 : -5	2	7	3	1	1	0	-1.0	2
CCOC(=O)CSc1nnc(NC(=O)NC(C)C)s1
 : -2	9	7	10	0	3	-5	1.5	3

# Part of the list above in order of formula weight, rising.
# Each structure is followed by: Fam108B inh	MCL1 BIM primary	Bcl-xL primary	GLD-1 TGE inh	PME-1 primary	AHR activator	pPAFAH inh	MEX-5 binding	PAFAH1B2 FP inh
CNCc1sccc1C
 : 4	3	2	0	0	1	3	-0.3	0
CCOC(=O)CSc1nnc(NC(=O)NC(C)C)s1
 : -2	9	7	10	0	3	-5	1.5	3
CCOc1ccc2cc(/C=C/C(=O)c3ccco3)c(Cl)nc2c1
 : -6	-27	-8	-16	-6	10	3	-0.8	-3
Cn1c(=O)c2c(nc(Cl)n2CCOc2ccccc2)n(C)c1=O
 : -1	-8	-6	-3	3	-1	2	0.0	4
Cc1cc(C)n(CC2CC(=O)N(c3ccc(F)c(Cl)c3)C2=O)n1 (stereo unspecified)
 : 2	-3	6	0	0	-1	-1	.	-1
Cc1ccccc1NC(=S)NNC(=O)c1csc2c1CCC(C)C2 (stereo unspecified)
 : 6	7	3	8	5	-11	2	0.5	3
CCc1ccc(N2C(=O)C3NN=C(C(=O)OCc4ccccc4)C3C2=O)cc1 (stereo unspecified)
 : -10	-1	8	-1	-6	2	-6	-0.8	6
O=C(COC(=O)CNC(=O)c1cccs1)Nc1ccccc1C(F)(F)F
 : -4	-2	-5	0	-2	0	-1	0.3	4
Cn1c(CCC(=O)Nc2ccc(N3CCOCC3)cc2)nc(=O)c2ccccc21
 : 1	10	4	-2	0	19	6	-1.1	-2
COc1cc(NC2c3ccccc3C(=O)N2c2ccc(C)cn2)cc(OC)c1OC (stereo unspecified)
 : 2	10	5	2	4	13	11	0.1	5
C[C@H]1COC(=O)[C@H](Cc2ccc(F)cc2)C/C=C\C[C@@H](CC(=O)NCCO)C(=O)N1
 : .	.	.	9	.	-1	3	.	12
O=C(C1=C(O)C(=O)N(CCN2CCOCC2)C1c1cccc(Br)c1)c1cc2ccccc2o1 (stereo unspecified)
 : -3	1	9	-6	1	10	7	4.3	7
COc1ccc(CCn2c(=O)[nH]c3cc(C(=O)N4CCN(c5ccccn5)CC4)ccc3c2=O)cc1OC
 : -5	2	7	3	1	1	0	-1.0	2

# The main list resumes with the two entries that preceded the break.
# Each structure is followed by: Fam108B inh	MCL1 BIM primary	Bcl-xL primary	GLD-1 TGE inh	PME-1 primary	AHR activator	pPAFAH inh	MEX-5 binding	PAFAH1B2 FP inh
COc1ccc(CCn2c(=O)[nH]c3cc(C(=O)N4CCN(c5ccccn5)CC4)ccc3c2=O)cc1OC
 : -5	2	7	3	1	1	0	-1.0	2
CCOC(=O)CSc1nnc(NC(=O)NC(C)C)s1
 : -2	9	7	10	0	3	-5	1.5	3
COc1cc(Cl)c(C)cc1NC(=O)COc1ccccc1[N+](=O)[O-]
 : 5	-1	1	7	-4	20	2	-0.4	3
FC(F)(F)c1ccc(-c2nc(=S)[nH][nH]2)cc1
 : 2	7	9	5	0	10	-2	-1.8	4
C/C(=N\NC(=O)CC#N)C1COc2ccccc2O1 (stereo unspecified)
 : 4	0	0	-9	2	0	1	-1.8	-1
Cc1cccc(OCc2nnc(SCC(=O)O)n2Cc2ccccc2)c1
 : 1	-4	0	-5	-3	0	0	1.0	8
Cc1ccc(C)c(NS(=O)(=O)c2cc(C(=O)NCc3ccco3)ccc2C)c1
 : -4	-4	-1	6	2	3	16	-1.9	8
CCCCCSc1nc(C)c(CC(=O)O)c(=O)[nH]1
 : 2	-1	5	-8	2	1	0	-4.8	19
COc1ccc(S(=O)(=O)N2CCN(CC(=O)Nc3ccc(F)c(F)c3)CC2)cc1
 : -6	6	2	3	-1	3	6	0.9	-2
CC(NC(=O)CN(C)S(=O)(=O)c1cccc2nsnc12)c1ccccc1 (stereo unspecified)
 : 5	4	10	0	5	1	2	1.9	31*
Cc1ccc(C(=O)NCCCn2ccnc2)cn1
 : 1	-2	-4	-2	2	4	3	0.8	3
Cc1cc(C)cc(OCc2nnc(N)s2)c1
 : -2	1	8	7	-1	6	4	1.5	0
COc1ccc(CCNC(=O)Cn2nnc(-c3cccc(OC)c3OC)n2)cc1OC
 : 3	-6	-3	8	3	2	-3	-0.2	3
O=C(NCC(=O)N1CCC2(CC1)NCCc1[nH]cnc12)c1ccccc1F
 : -2	-8	-1	6	-3	2	4	0.7	6
O=C(COC(=O)CNC(=O)c1ccc(Cl)cc1)Nc1ccc2c(c1)OCCO2
 : -4	-11	3	4	0	0	8	1.0	0
O=C(Nc1ccc(SC(F)(F)F)cc1)c1ccccn1
 : -1	2	6	9	-8	-3	0	-0.7	1
CCOC(=O)Cc1csc(NC(=O)CN2C(=O)c3ccccc3C2=O)n1
 : -3	-6	1	2	-4	1	-1	0.7	7
CCNc1nc(Oc2ccc(C(=O)OCC)cc2)nc(SC)n1
 : 0	3	2	2	1	-2	5	0.9	0
O=S(=O)(/C=C/c1ccccc1)NCc1ccccc1Cl
 : 1	2	2	2	8	2	2	-0.8	6
COc1ccc(C2=NS(=O)(=O)N(C)C(C(=O)N3CCOCC3)=C2)cc1
 : -2	1	3	-1	0	-1	-1	-0.1	2
COc1ccc(C(=O)N2CCN(C(=O)c3ccncc3)CC2)cc1
 : -1	-6	0	1	0	0	0	2.1	-3
COc1ccccc1NC(=O)Cn1c(=O)oc2cc(S(=O)(=O)N3CCCC3)ccc21
 : 1	-5	-3	3	0	-1	-9	0.9	0
Cc1csc(NC(CO)c2nc3ccccc3n2CCOCCO)n1 (stereo unspecified)
 : 0	0	2	0	1	6	3	-1.9	1
C=CCn1c(-c2cccc3ccccc23)n[nH]c1=S
 : 2	-22	-14	-2	4	2	7	1.3	2
CC(=O)N1CCC(O)(c2cccc(C(F)(F)F)c2)CC1
 : 5	-3	2	0	1	1	3	1.8	3
CCOC(=O)c1cnc2ccccc2c1Nc1cccc(C(=O)O)c1
 : 2	-1	3	-3	5	0	1	0.4	8
COc1ccc(-c2nn(-c3ccccc3)cc2C(=O)Nc2ccc(C(=O)O)cc2)cc1
 : -2	3	3	11	-6	1	2	-0.6	-2
CCCNc1nc2c(c(=O)n(C)c(=O)n2C)n1CCC(C)C
 : 3	-2	-2	7	2	1	-3	-0.5	-2
COc1ccccc1-c1c(C(F)(F)F)oc2cc(OCC(=O)Nc3cc(C)ccc3C)ccc2c1=O
 : 5	2	-4	0	2	-4	-1	1.4	.
COc1ccc(CC(=O)Nc2cccc(C)n2)cc1OC
 : -1	3	4	-4	-1	-3	2	-0.9	-4
COc1ccc(NC(=O)CC2SC3=NCCN3C2=O)cc1 (stereo unspecified)
 : 0	12	5	5	3	0	4	1.5	3
COC(=O)NNC(=O)c1ccc(Cl)cc1Cl
 : 2	3	1	5	-4	-2	1	0.2	-6
CCN1CCCC1CNCc1cccc(OC)c1OCc1ccccc1F (stereo unspecified)
 : -2	1	10	0	-8	0	1	-2.3	-2
Cc1cc(NC(=O)CCC(=O)N(CC(=O)NC2CCCC2)c2ccc(F)cc2)no1
 : 0	-1	1	-2	-3	0	3	-0.6	1
O=C(Nc1cccc2ccccc12)N1CCOCC1
 : -3	0	0	0	4	18	4	2.6	9
O=C(Nc1ccc(F)cc1F)C1(c2cccs2)CCOCC1
 : 2	-2	4	9	1	1	3	0.1	6
CC(=O)Nc1ccc(NC(=O)C(C)OC(=O)CC2CCCCC2)cc1 (stereo unspecified)
 : 0	-6	-1	5	3	-4	2	2.1	0
O=C(Nc1cc(Cl)cc(Cl)c1)C1C2C=CC3(O2)C1C(=O)N(CCCN1CCOCC1)C3C(=O)NC1CCCCC1 (stereo unspecified)
 : 3	3	1	2	0	0	3	-1.5	-1
CCc1nnc(NC(=O)CS(=O)(=O)c2ccccc2)s1
 : -4	7	3	1	-7	5	-5	0.1	3
Cc1cc(C)nc(NS(=O)(=O)c2ccc(NC(=O)c3ccccc3C)cc2)n1
 : -6	9	7	0	-2	2	3	0.0	3
COc1ccc(NS(=O)(=O)c2ccc3c(c2)[C@H]2C=CC[C@H]2[C@@H](c2ccc(C(=O)O)cc2)N3)cc1
 : 35*	54*	27	9	-37	3	74*	-61*	31*
Cc1cc(Nc2nnnn2-c2ccccc2)n(-c2ccc(Cl)cc2)n1
 : 1	2	3	-5	-1	5	11	8.7	1
CCC(=O)Nc1ccc(CCC(=O)N2CCCC2)cc1
 : 0	2	4	0	-7	2	0	0.6	-2
CC(C)n1nnnc1-c1ccc(Cl)cc1
 : -1	7	5	1	-3	0	-1	-2.9	7
COc1ccc2c(c1[N+](=O)[O-])CCC/C2=N/OC(=O)c1ccccc1SC
 : -2	11	10	0	11	6	7	-3.9	-2
Cc1ccccc1C(=O)NNC(=O)c1cc(N)cc([N+](=O)[O-])c1
 : -2	12	7	0	9	3	5	-2.6	4
O=C(NC(=S)Nc1ccc(N2CCCCC2)cc1)c1ccc2c(c1)OCCO2
 : -2	5	2	0	7	0	0	-0.7	3
O=C(NCc1ccccc1)c1cccc(COc2ccc3c(c2)CCC3)c1
 : -13	7	1	3	-8	-4	8	0.1	3
Cc1ccc(Cl)c(NC(=O)CN2CCN(C=O)CC2)c1
 : -1	8	6	4	6	1	1	0.7	.
COc1c(O)cccc1/C=N/NC(=O)Cn1ccnc1C
 : 1	0	4	5	-7	3	7	-2.3	-5

# Some of the compounds tested; rates above refer to the full screens.
